D1 potentiator: Potentiators of Human D1 Dopamine Receptor: qHTS | D(1A) dopamine receptor (Homo sapiens), P21728 | HEK293 TREx D1 cells, calcium flux, dopamine EC20 potentiation | potentiation, % at 10 µM | hit rate 0.036% among 360,000 | AID 504651, 2011; in the data active means potentiation above about 30%; further: 0% is about no effect
D1 antagonist: Antagonist of Human D 1 Dopamine Receptor: qHTS; hit rate 3.2% among 360,000; HEK293 TREx D1 cells, calcium flux, dopamine EC80; hits give low values; activity change, negative = inhibition, % at 10 µM; D(1A) dopamine receptor (Homo sapiens), P21728; in the data active means activity change below about -30%; further: on the % scale 0 is the no-effect control and ±100 the full control effect
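Compound effects on dopamine-evoked calcium signalling were measured in tetracycline-induced HEK293 Trex D1 cells. Dopamine at EC80 followed a 180 s compound pre-read, and fluorescence was tracked kinetically for 180 s more.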
Anesthetic bind: qHTS Assay for Identification of Novel General Anesthetics. hit rate 0.074% among 350,000. Potency, µM (top dose mostly 77.5 µM), for the others: at the top dose activity change, negative = displacement, actives largely listed as inhibitors. apoferritin/1-aminoanthracene competitive binding, fluorescence. AID 485281, 2010. Ferritin light chain (Equus caballus), P02791; further: potency means the concentration at half of the fitted maximal effect; on the % scale 0 is the no-effect control and ±100 the full control effect; nearly all actives have a fitted effect of over 20% in size
Target sequence (P02791 2-175 limits assumed): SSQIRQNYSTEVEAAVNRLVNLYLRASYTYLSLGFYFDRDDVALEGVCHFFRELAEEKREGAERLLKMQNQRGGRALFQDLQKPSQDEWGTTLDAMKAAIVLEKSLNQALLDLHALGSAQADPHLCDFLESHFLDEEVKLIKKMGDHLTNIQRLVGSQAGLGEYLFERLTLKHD
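10 uM apoferritin + 50% sat. 1-AMA, PBS; cpd 10 min RT; Ex380/Em535 endpoint; normalized to free probe vs complex; 4-param Hill fit; propofol titration as pos. ctrl.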
RXFP1 agonist: qHTS Assay for Agonists of the Relaxin Receptor RXFP1; HEK293T-RXFP1 cAMP TR-FRET, 30 min; response scale: percent of porcine relaxin response, buffer zero; Relaxin receptor 1 (Homo sapiens), Q9HBX9; Potency, µM (series often up to 57.5 µM), without a hit: top-dose activation, most hits filed as activators; hit rate 0.3% among 370,000; AID 2676, 2010; further: potency means the concentration at half of the fitted maximal effect; on the % scale 0 is the no-effect control and ±100 the full control effect; nearly all actives have a fitted effect of over 60% in size; many of its hits are not listed in these tables
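Agonist response is measured as cAMP accumulation in an RXFP1-transfected HEK293T line under PDE4 inhibition. Values are scaled between buffer-only and 29 nM porcine relaxin, and EC50s come from standard Hill equation fits.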
RXFP1 antag: qHTS Assay for Antagonists of the Relaxin Receptor RXFP1 | hit rate 0.59% among 350,000 | Relaxin receptor 1 (Homo sapiens), Q9HBX9 | AID 1259400, 2018 | HEK293-RXFP1, relaxin-stimulated cAMP HTRF, 30 min; hits give low values | activity change, negative = inhibition, % at 57.5 µM;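 active means activity change of -60% or lower, but not beyond a set lower limit; inconclusive means change between -60% and -40%, or beyond the set limit; inactive means change above -40%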; further: on the % scale 0 is the no-effect control and ±100 the full control effect
D1 agonist: Allosteric Agonists of the Human D1 Dopamine Receptor: qHTS | D(1A) dopamine receptor (Homo sapiens), P21728 | HEK293 T-REx D1 cells, calcium flux, agonist mode | activation, % at 2 µM | hit rate 1% among 360,000 | AID 504660, 2011; in the data active means activation above about 30%; further: 0% is about no effect
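Tetracycline-induced HEK293 TREx D1 cells, force-coupled to calcium signalling, were dye-loaded with a no-wash calcium kit. Compound was pin-added after a 10 s baseline. Fluorescence was read kinetically at 1 cycle/s for 180 s, with calcium rises flagged as agonism.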
D2 PAM: HTS Assay for Positive Allosteric Modulators of the Human D2 Dopamine Receptor: Primary Screen for Potentiators | potentiation, % at 10 µM | AID 485347, 2010 | HEK293 T-REx D2, calcium flux, EC20 dopamine potentiation | D(2) dopamine receptor (Homo sapiens), P14416 | hit rate 0.34% among 340,000;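 active means potentiation over 3 SD above the plate norm, cut at about 30% in these data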; further: 0% is about no effect
Target sequence (P14416 whole entry, looked up): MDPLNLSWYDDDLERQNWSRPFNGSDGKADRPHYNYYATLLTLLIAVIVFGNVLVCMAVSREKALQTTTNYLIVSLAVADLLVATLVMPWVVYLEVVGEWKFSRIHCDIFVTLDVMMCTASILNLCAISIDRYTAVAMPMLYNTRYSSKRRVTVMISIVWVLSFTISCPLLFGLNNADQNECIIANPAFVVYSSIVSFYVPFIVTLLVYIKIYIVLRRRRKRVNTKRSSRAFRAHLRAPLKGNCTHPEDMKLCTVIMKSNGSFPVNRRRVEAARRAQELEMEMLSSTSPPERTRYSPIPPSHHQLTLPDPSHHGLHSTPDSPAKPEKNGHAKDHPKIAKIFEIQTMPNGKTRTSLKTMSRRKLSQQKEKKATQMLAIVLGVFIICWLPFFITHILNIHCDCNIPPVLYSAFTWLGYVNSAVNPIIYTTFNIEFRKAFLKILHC
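Calcium flux readout, no-wash dye, 1 read/s. Inducible HEK293 Trex D2 line, overnight 30 C. Compound alone 180 s (agonist flags), then EC20 dopamine, another 180 s to score potentiation.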
TRHR ag: qHTS for Small Molecule Agonists and Allosteric Enhancers of Human TRH Receptor: Primary Screen for Agonists. hit rate 0.18% among 360,000. TRHR cells, calcium flux fluo-8, FDSS agonist mode. activation, % at 2 µM. AID 493084, 2011. Thyrotropin-releasing hormone receptor (Homo sapiens), P34981; in the data active means activation above about 30%; further: 0% is about no effect
Target sequence (P34981 whole entry, looked up): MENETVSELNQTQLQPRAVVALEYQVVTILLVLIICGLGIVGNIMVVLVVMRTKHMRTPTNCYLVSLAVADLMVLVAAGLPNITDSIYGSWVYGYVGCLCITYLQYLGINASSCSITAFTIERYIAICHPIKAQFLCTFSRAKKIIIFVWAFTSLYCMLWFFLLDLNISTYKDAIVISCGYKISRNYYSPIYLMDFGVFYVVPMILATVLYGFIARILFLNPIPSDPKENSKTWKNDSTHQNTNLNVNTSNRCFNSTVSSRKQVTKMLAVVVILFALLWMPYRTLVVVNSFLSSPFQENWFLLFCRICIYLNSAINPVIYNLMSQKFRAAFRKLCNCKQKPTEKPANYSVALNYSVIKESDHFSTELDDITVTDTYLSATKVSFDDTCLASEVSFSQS
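TRHR-expressing cells loaded with fluo-8 calcium dye; 23 nL library compound pin-transferred, kinetic FDSS fluorescence (Ex 480/Em 530) recorded about 180 s for agonist-induced calcium release, before a 10 nM TRH EC20 addition for potentiator mode.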
TRHR enhancer: qHTS for Small Molecule Agonists and Allosteric Enhancers of Human TRH Receptor: Primary Screen for Enhancers; Thyrotropin-releasing hormone receptor (Homo sapiens), P34981; TRHR cells, fluo-8 calcium fluorescence, EC20 TRH enhancement; enhancement, % at 2 µM; hit rate 0.66% among 360,000; AID 493056, 2011; in the data active means enhancement above about 30%; further: 0% is about no effect
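Enhancer read-out: after compound pinning and an initial kinetic agonist-mode read, an EC20 of TRH (10 nM final) was injected and fluo-8 calcium signal (Ex 480/Em 530) followed at 1 s/cycle for 100 cycles in TRHR-expressing cells.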
* = called active by the depositor; ? = inconclusive; / = not tested or not shown; [ ] = remark or other dose. Unless noted, the call rests on the fitted dose curve; in most records, active means well fitted curve in the direction sought with a large enough effect; inconclusive means small, poorly fitted or top-dose-only effect, or another doubt; inactive means no such curve, though single readings can be large; an effect the other way counts as inactive or inconclusive. Some of the compounds tested; rates above refer to the full screens.

SMILES | D1 potentiator | D1 antagonist | Anesthetic bind | RXFP1 agonist | RXFP1 antag | D1 agonist | D2 PAM | TRHR ag | TRHR enhancer
CCN1CC(CN(C)Cc2nc(COc3ccccc3)no2)CC1=O (configuration not stated) | -4.5 | 0.4 | -4.3% | -2.1% | -1.6 | 3.3 | -25.5 | 1.3 | 11.1
CCOc1ccc(S(=O)(=O)N2CCCC(C(=O)N3CCN(CC)CC3)C2)cc1Cl (configuration not stated) | -2.1 | -14.0 | -13.4% | -1.3% | 12.5 | 2.8 | / | 0.2 | -4.0
CCC1S/C(=N/C(=O)NC2CCCCC2)NC1=O (configuration not stated) | 3.4 | -7.8 | -10.1% | 0.0% | -2.8 | 0.3 | 0.4 | 0.0 | -1.8
CCCN1C(=O)S/C(=C/c2ccc(N3CCOCC3)o2)C1=O | 10.8 | -21.4 | 6.1% | -5.0% | -91.9* | 103.2* | 3.8 | -0.8 | 5.4
CNC(=O)NC(=O)COC(=O)c1ccccc1OCc1ccccc1 | 1.2 | -1.8 | -12.6% | -0.8% | -10.0 | 0.3 | 11.1 | -0.2 | -1.0
Brc1ccc(NCc2cccc3ccccc23)nc1 | 4.5 | 6.3 | ? | 1.8% | -6.0 | 2.1 | 5.5 | 0.7 | 7.1
COC(=O)c1c(NC(=O)c2ccco2)sc(C(=O)N(C)C)c1C | -2.4 | 0.1 | 1.4% | 2.5% | -1.7 | -1.0 | 77.3* | 0.2 | -1.8
Cc1cc(=O)n2[nH]c(-c3ccsc3-n3c(C)ccc3C)cc2n1 | 1.8 | -14.5 | -10.9% | 2.6% | -27.2 | 1.4 | 6.8 | -1.4 | 3.7
CCN(c1ccccc1)S(=O)(=O)c1ccc(C(=O)Nc2cccc(C)n2)cc1 | -8.0 | -35.2* | / | 0.2% | -14.0 | 5.1 | -2.9 | 1.0 | -3.6
Cc1cccc(NC(=O)Cc2ccc(F)cc2)c1 | -4.0 | -18.6 | ? | -0.2% | -5.6 | 0.7 | / | 0.0 | -2.9
Clc1ccc(-n2nnc(-c3cccnc3)n2)cc1Cl | -2.3 | 1.5 | -7.8% | -2.0% | / | 9.3 | 21.8 | -0.4 | 1.5
COC(=O)c1c(NC(=O)CC2SCC(C(=O)OC)NC2=O)sc2c1CCCC2 (configuration not stated) | -8.7 | -4.2 | ? | 2.0% | -5.9 | 1.3 | 16.1 | 0.1 | 2.1
O=C(COc1coc(CN2CCN(c3ccc(F)cc3)CC2)cc1=O)Nc1ccccc1 | -3.9 | -7.4 | / | 0.8% | -3.5 | -0.1 | -0.7 | -0.2 | 5.8
CCOc1ccc(C(=O)NC(C(=O)NCc2ccccn2)C(C)C)cc1 (configuration not stated) | -0.7 | -2.2 | -13.4% | 3.2% | 1.1 | 0.2 | 3.0 | -0.3 | 7.7
O=C(Cc1c[nH]c2ccccc12)N/N=C/c1cccc(F)c1 | -0.7 | -20.0 | -8.0% | 1.2% | / | 5.1 | -3.7 | 1.2 | 4.4

Next section (five carried over from the part before).
SMILES | D1 potentiator | D1 antagonist | Anesthetic bind | RXFP1 agonist | RXFP1 antag | D1 agonist | D2 PAM | TRHR ag | TRHR enhancer
Clc1ccc(-n2nnc(-c3cccnc3)n2)cc1Cl | -2.3 | 1.5 | -7.8% | -2.0% | / | 9.3 | 21.8 | -0.4 | 1.5
COC(=O)c1c(NC(=O)CC2SCC(C(=O)OC)NC2=O)sc2c1CCCC2 (configuration not stated) | -8.7 | -4.2 | ? | 2.0% | -5.9 | 1.3 | 16.1 | 0.1 | 2.1
O=C(COc1coc(CN2CCN(c3ccc(F)cc3)CC2)cc1=O)Nc1ccccc1 | -3.9 | -7.4 | / | 0.8% | -3.5 | -0.1 | -0.7 | -0.2 | 5.8
CCOc1ccc(C(=O)NC(C(=O)NCc2ccccn2)C(C)C)cc1 (configuration not stated) | -0.7 | -2.2 | -13.4% | 3.2% | 1.1 | 0.2 | 3.0 | -0.3 | 7.7
O=C(Cc1c[nH]c2ccccc12)N/N=C/c1cccc(F)c1 | -0.7 | -20.0 | -8.0% | 1.2% | / | 5.1 | -3.7 | 1.2 | 4.4
N#CC(C(=O)O)=C1CCCC1 | -4.2 | 8.5 | -6.4% | -0.3% | -3.8 | 1.1 | 2.2 | 2.0 | -5.0
O=C(NCC1CCCCC1)c1cccc(S(=O)(=O)NCc2cccnc2)c1 | -9.2 | -9.5 | -10.8% | 0.2% | -7.7 | 1.2 | 4.5 | -0.1 | 8.8
COc1cccc2sc(NC(=O)c3ccc4c(c3)OCCO4)nc12 | 0.1 | -0.5 | -4.6% | 18.9% | -5.0 | -1.1 | 11.4 | 0.2 | 9.5
Cc1ccc(NC(=O)C2CCCN(S(=O)(=O)c3ccc4c(c3)CCCC(=O)N4)C2)cc1N(C)C (configuration not stated) | -5.2 | -6.7 | -16.2% | 1.3% | / | 0.6 | -6.3 | -0.7 | -9.0
COc1ccccc1CN1CCN(Cc2nc(-c3ccc(C)cc3)oc2C)CC1 | -4.2 | -28.1 | -17.5% | -1.1% | -2.2 | 8.2 | -6.4 | -0.3 | 2.2
O=c1c2cccnc2n(Cc2ccccc2F)c(=O)n1Cc1ccc(F)cc1 | -1.9 | 8.4 | -22.2% | 3.9% | / | 2.4 | -2.3 | 0.2 | -6.2
COc1ccc(NC(=O)c2ccco2)cc1NC(=O)COc1cc(C)cc(C)c1 | -4.6 | 7.4 | 1.1% | 0.7% | -11.2 | 7.0 | -5.8 | -1.3 | 3.4
CCc1ccc(/C(C)=N/NC(=O)c2ccccn2)cc1 | -2.5 | -2.2 | -13.3% | -0.3% | -0.2 | -1.3 | 14.9 | 0.0 | 15.6
O=C(NCCC1=CCCCC1)c1cc(COc2c(F)cccc2F)on1 | -4.2 | -1.3 | ? | -3.2% | -1.7 | 0.0 | -2.0 | 0.1 | 3.1
CCc1ccc(NC(=O)CSCCO)cc1 | -1.6 | 11.9 | -6.2% | 0.4% | -3.1 | 0.4 | -4.2 | -0.3 | 9.7
Cc1cccc(N(CC(=O)NC2CCCC2)C(=O)c2c(C)noc2C)c1 | 0.9 | -20.5 | -7.5% | 3.3% | -2.3 | 2.4 | 0.1 | -1.3 | 4.6
CC(NCC(O)COc1ccc(Br)cc1)c1ccccc1 (configuration not stated) | -9.6 | -13.6 | -9.5% | 0.8% | -21.5 | 7.4 | -2.8 | 2.1 | 1.4
CCc1ccccc1NC(=O)c1cc(=O)c2ccccc2o1 | -2.8 | -20.3 | -7.2% | 0.1% | 5.1 | 0.5 | 10.8 | -1.2 | -10.6
C#CCOC(=O)CCC(=O)NCCc1ccccc1 | -3.7 | -6.9 | -8.3% | 0.4% | -1.9 | 5.4 | 8.4 | 0.2 | -0.7
Cc1ccc(-c2csc(NC(=O)CSc3nnc4c(n3)[nH]c3ccccc34)n2)cc1 | -4.0 | -0.7 | 2.0% | 2.7% | -25.5 | 1.2 | -2.8 | 0.5 | -3.2
CCOc1ccc(Cl)cc1CNCCNCCO | -0.7 | 5.6 | -3.6% | -1.5% | -4.5 | 4.4 | -13.6 | 0.0 | 0.7
COc1ccc(OCC(=O)Nc2ccc(N3CCOCC3)cc2)cc1 | -1.1 | -2.6 | -23.7% | -1.9% | -12.9 | 0.8 | -6.6 | 0.1 | -5.0
Fc1ccc(-c2cn3cc(Cc4ccccc4Cl)sc3n2)cc1 | -5.2 | -17.2 | 47.0%[activator] | 5.4% | / | 15.8 | / | 2.9 | 17.4
Nc1c(C(=O)NCC2CCCO2)sc2nc3c(c(-c4ccco4)c12)CC/C3=C\c1ccco1 (configuration not stated) | -0.8 | 7.6 | 1.6% | 1.4% | -102.4* | 1.8 | -3.9 | 1.4 | 0.5
CC(COS(N)(=O)=O)Cc1ccc(C(F)(F)F)cc1 (configuration not stated) | 0.7 | -13.3 | ? | -1.3% | / | 0.7 | 3.0 | -0.7 | 0.0
CSc1ccccc1NC(=O)CN(Cc1ccc(Cl)cc1)S(C)(=O)=O | -0.3 | -12.6 | -13.0% | -0.2% | ? | 1.2 | 17.3 | 0.0 | 0.4
COC(=O)Cc1[nH]n(-c2nc3ccccc3s2)c(=O)c1C(C)=Nc1ccc(C)cc1 | 2.5 | -1.7 | -12.0% | 6.2% | -5.1 | 2.6 | 0.3 | 0.4 | -0.8
COc1ccc(Nc2cc(Cl)nc(N)n2)cc1OC | -2.5 | -7.5 | -8.5% | 3.5% | -11.9 | 0.3 | 6.7 | 0.0 | 1.3
COc1ccc(Cn2c(=O)[nH]c3cc(C(=O)NCCc4ccc(S(N)(=O)=O)cc4)ccc3c2=O)cc1 | -4.7 | -10.0 | -3.1% | 6.3% | 17.5 | 5.5 | 0.7 | 1.6 | -0.7
Clc1cccc(Cc2ccc(Cl)nn2)c1 | -2.8 | -8.4 | -21.4% | 1.8% | 5.0 | 7.1 | -1.5 | -1.9 | -7.0
CCn1ccc2cc(S(=O)(=O)N3CCC(C(=O)NCc4ccc(OC)cc4)CC3)ccc21 | -2.4 | -18.1 | 85.3%[activator] | -0.6% | -4.9 | 8.1 | -5.2 | 0.1 | 3.8
Cc1cccn2c(=O)c3cc(C(=O)NC(C)(C)C)n(C)c3nc12 | -4.2 | 1.1 | -3.8% | 3.2% | -3.8 | 23.6 | 7.3 | -0.3 | -7.2
COc1ccc(/C(C)=C2\SC(=S)N(CCC(=O)O)C2=O)cc1 | -2.2 | -5.7 | ? | 0.3% | 11.2 | 0.8 | -1.4 | -0.4 | -14.9
COc1ccc(Cl)cc1NC(=O)CN(C)C(=O)CCCNC(=O)c1ccc(Cl)cc1 | -4.0 | -3.1 | / | -2.0% | 7.1 | 1.1 | -0.3 | -0.2 | -16.5

Bioassay records (PubChem BioAssay)
